NPR2 activator = human GC-B receptor activators, primary screen, HEK293 GC-B cells, cGMP TR-FRET, EC30 CNP; hit rate 0.11% among 370,000; Atrial natriuretic peptide receptor 2 (Homo sapiens), P20594; 0% at EC30 CNP, 100% saturating CNP; activation, % at 10 µM; AID 1920062, 2024;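 active = activation at 10 µM reaching about 35% in either raw or pattern-adjusted values, limit read from the data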
GC-A act = GC-A stimulated cGMP production enhancers – HEK293 GC-A cells, cGMP TR-FRET, EC30 ANP, primary screen. Atrial natriuretic peptide receptor 1 (Homo sapiens), P16066. 0% at EC30 ANP, 100% saturating ANP. activation, % at 10 µM. hit rate 0.14% among 370,000; in the data active = activation above about 40%
Target sequence (P16066 whole entry, looked up): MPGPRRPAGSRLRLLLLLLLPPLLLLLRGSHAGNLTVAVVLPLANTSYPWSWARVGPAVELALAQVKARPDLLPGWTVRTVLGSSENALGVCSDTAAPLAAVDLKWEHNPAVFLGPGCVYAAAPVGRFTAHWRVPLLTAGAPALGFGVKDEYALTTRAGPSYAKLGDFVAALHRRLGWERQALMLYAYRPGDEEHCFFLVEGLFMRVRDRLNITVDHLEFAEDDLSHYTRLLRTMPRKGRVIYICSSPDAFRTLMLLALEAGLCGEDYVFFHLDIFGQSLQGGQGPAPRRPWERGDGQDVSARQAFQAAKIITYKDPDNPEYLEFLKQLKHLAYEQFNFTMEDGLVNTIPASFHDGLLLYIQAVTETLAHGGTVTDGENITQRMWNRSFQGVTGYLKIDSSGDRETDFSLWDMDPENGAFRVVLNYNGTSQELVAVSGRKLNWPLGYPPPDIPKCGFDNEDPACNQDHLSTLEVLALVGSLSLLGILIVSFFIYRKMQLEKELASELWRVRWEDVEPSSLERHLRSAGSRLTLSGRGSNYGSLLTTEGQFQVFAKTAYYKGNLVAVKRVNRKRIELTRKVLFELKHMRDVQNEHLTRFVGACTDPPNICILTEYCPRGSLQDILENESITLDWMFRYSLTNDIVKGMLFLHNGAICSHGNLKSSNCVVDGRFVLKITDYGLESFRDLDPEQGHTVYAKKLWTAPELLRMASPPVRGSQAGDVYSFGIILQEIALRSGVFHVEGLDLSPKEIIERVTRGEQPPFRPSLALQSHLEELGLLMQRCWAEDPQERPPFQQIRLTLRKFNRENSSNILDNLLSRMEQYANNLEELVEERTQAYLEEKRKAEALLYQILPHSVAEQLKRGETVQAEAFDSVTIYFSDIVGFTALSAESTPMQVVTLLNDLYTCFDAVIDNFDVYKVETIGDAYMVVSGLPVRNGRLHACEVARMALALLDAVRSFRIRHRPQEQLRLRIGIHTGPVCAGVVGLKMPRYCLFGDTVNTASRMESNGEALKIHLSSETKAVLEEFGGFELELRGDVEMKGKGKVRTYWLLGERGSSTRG
ABHD4 inh = ABHD4 inhibitors, primary screen, biochemical, fluorescence polarization, mouse; (Lyso)-N-acylphosphatidylethanolamine lipase (Mus musculus), Q8VD66; hit rate 0.54% among 370,000; purified mABHD4, FP-Rh probe fluorescence polarization; inhibition, % at 8.92 µM;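 active = inhibition exceeding the mean over every tested compound plus 3 SD, cut at about 30% in these data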;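 note: 0% = plate median of compound wells and 100% = S159A mutant with DMSO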
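Material: mouse ABHD4 enzyme, wild type; Benchmarks: S159A mutant high control, sample median low control; Buffer or medium: HEPES pH 7.0, NaCl, Pluronic buffer; Signal: fluorescence polarization; Read-out: percent inhibition of probe binding, normalized to plate controls; Timing: pre-incubation 45 min, probe exposure 60 min, at 25 °C; Dosing: 8.92 µM, single dose.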
ARFGAP1 inh = inhibitors of rat ARFGAP1 GAP activity, primary screen, biochemical, fluorescence polarization, GDP tracer; ADP-ribosylation factor GTPase-activating protein 1 (Rattus norvegicus), Q62848; Arfgap1-stimulated ARF1 GTP hydrolysis, GDP FP detection; inhibition, % at 16.5 µM; hit rate 0.26% among 360,000;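 active = inhibition above a per-plate limit, mean inhibition of low control wells plus 3 SD, cut at about 25% in these data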;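 note: 0% = DMSO wells with enzyme and 100% = wells lacking Arfgap1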
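material = rat Arfgap1 catalytic domain, aa 1-136 | also added = human ARF1(Δ1-17)-GTP substrate | compound dosing = one concentration, 16.5 µM, DMSO 1.26% | times = GTP hydrolysis reaction 2 h at 25 °C | measured by = FP, GDP Alexa 633 tracer displaced from anti-GDP antibody, 620/688 nm | evaluation = percent inhibition of Arfgap1-stimulated GTP hydrolysis | replication = single well per compound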
HTRA1 inh = HTRA1 serine protease inhibitors, primary screen, biochemical, fluorescence polarization, HTS; Q92743; recombinant HTRA1, FP-rhodamine activity-based probe; inhibition, % at 5.96 µM; hit rate 0.5% among 340,000; AID 504803, 2011; in the data active = inhibition above about 36%;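 note: 0% = enzyme with DMSO and 100% = wells lacking enzyme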
PG9 Ab binder = binders of HIV-1 gp120 antibody PG9, primary screen, biochemical, TR-FRET; TR-FRET gp120-PG9 antibody binding; hit rate 0.43% among 360,000; HIV-1 gp120 / PG9 antibody interaction; inhibition, % at 6.7 µM; in the data active = inhibition above about 8.5%
Rev-erbA mod = modulators of Rev-erb alpha DNA binding, primary screen, biochemical, FITC-DNA, fluorescence polarization, uHTS; activity, % at 10 µM; hit rate 0.79% among 370,000; Rev-erbα–FITC-DNA binding, 90 min; Nuclear receptor subfamily 1 group D member 1 (Homo sapiens), P20393;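 active = activity above about 14%, limit read from the data; passing the limit was not always enough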;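 note: 0% = DMSO wells with 35 nM protein and 100% = DMSO wells with 750 nM protein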
ASAP1 inh = inhibitors of human ASAP1 ArfGAP activity, primary screen, biochemical, fluorescence polarization. Arf-GAP with SH3 domain, ANK repeat and PH domain-containing protein 1 (Homo sapiens), …. ASAP1-stimulated ARF1 GTP hydrolysis, GDP FP detection. AID 624377, 2012. hit rate 0.19% among 360,000. inhibition, % at 16.5 µM; in the data active = inhibition above about 25%;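 note: 0% = vehicle with enzyme and substrate and 100% = no enzyme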
SMARCA2 act = SMARCA2 (BRM) function activators, primary screen, cell-based, luminescence, high throughput. activation, % at 9.1 µM. MG213 cells, MMTV-luciferase reporter, dexamethasone, overnight. AID 652017, 2013. hit rate 1% among 370,000; in the data active = activation above about 7.8%;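 note: 0% = vehicle wells and 100% = reference activator wells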
rCAG binder = binders of r(CAG) RNA repeats, primary screen, biochemical, fluorescence | r(CAG) RNA repeat, TO-PRO-1 dye displacement fluorescence | inhibition, % at 3 µM | hit rate 1.3% among 370,000 | AID 651821, 2012;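 active = inhibition above the plate cutoff, the mean of all test compounds on that plate plus 3 SD, cut at about 35% in these data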;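 note: 0% = DMSO alone and 100% = 100 µM mitoxantrone as full dye displacement; higher means more dye released from RNA so lower well fluorescence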
Numbers without * were called inactive; / = no result given.

Values run as follows: ASAP1 inh	ARFGAP1 inh	GC-A act	HTRA1 inh	NPR2 activator	PG9 Ab binder	rCAG binder	Rev-erbA mod	SMARCA2 act	ABHD4 inh
1	C/C(=N\NC(=O)c1cc(-c2ccc(Br)s2)[nH]n1)c1ccncc1
  -12	4	5	-11	0	0.6	10	6	0	6
2	CNC(=S)N1CCn2cccc2C1c1cc(OC)c(OC)c(OC)c1 (configuration not stated)
  -5	-1	-5	3	6	-2.4	0	7	2	-6
3	Cc1ccc(S(=O)(=O)Nc2nc(N)n(-c3ccccc3)n2)cc1
  7	-7	-4	/	6	-1.9	1	1	-1	3
4	COc1ccccc1OCCNC(=O)c1cccc(S(=O)(=O)NCc2ccccc2)c1
  3	2	-3	-3	4	-0.6	2	0	1	-2
5	C/C(=N\NC(=O)c1ccccc1O)c1ccc(Br)s1
  -8	-4	1	2	-7	-2.6	3	1	5	3
6	O=C(COC(=O)C1=COCCO1)Nc1ccc(F)cc1
  3	7	1	-7	7	1.3	-2	-6	0	3
7	CN(C)C(/C=C/Nc1ccc(F)cc1)=C(C#N)C#N
  -8	1	2	-6	-4	-0.3	2	5	4	6
8	C[C@@H]1CN([C@@H](C)CO)C(=O)CCCn2cc(nn2)CO[C@H]1CN(C)S(=O)(=O)c1ccc(Cl)cc1
  12	2	2	-1	7	-1.3	0	-5	-6	4
9	O=C(Nc1ncccn1)c1ccc([N+](=O)[O-])o1
  -1	8	-2	-6	-11	-3.6	0	2	15*	6
10	CC(C)CC(N)c1csc(Nc2ncccn2)n1 (configuration not stated)
  -8	-8	1	/	-1	-1.0	11	-1	0	-3
11	COc1ccc(S(=O)(=O)N(C)C)cc1NC(=O)COc1ccc2c(c1)CCC2
  -22	-2	3	-21	5	0.4	5	1	-1	-10
12	COc1ccc(C2=NOC(COc3ccc([N+](=O)[O-])cc3)C2)cc1 (configuration not stated)
  -2	0	-3	-8	-16	-3.6	-1	5	4	-3
13	O=C(/C=C/c1ccc([N+](=O)[O-])cc1)c1ccco1
  -4	-13	-3	0	-7	-0.7	3	7	-2	-2
14	NC(=O)c1cccc(-c2ccnc3c2CC(C(=O)NCc2ccco2)O3)c1 (configuration not stated)
  -2	3	1	/	2	-1.4	2	-3	-1	4
15	COc1ccc(NC(=O)C2=CN3CCS(=O)(=O)N=C3C=C2)c(OC)c1
  3	9	2	11	-3	2.1	3	-2	0	2
16	CCOc1ccc2c(c1)C(=O)c1cc(OCC(=O)O)ccc1-2
  1	2	-3	1	-11	-11	6	0	1	2
17	Cc1ccc(C(=O)C(=O)c2ccc(C)c(N)c2)cc1N
  6	4	1	-6	0	0.7	0	4	-3	3
18	C#CCN(C[C@H]1[C@H](OC(=O)NC2CCCC2)[C@H](OC(=O)NC2CCCC2)C[C@@H](C(=O)OC)[C@H]1C(=O)OC)S(=O)(=O)c1ccc(C)cc1
  -11	-5	0	-19	1	-1.3	5	7	-1	-6
19	COc1ccc([N+](=O)[O-])c(S(=O)(=O)c2ccc(Cl)cc2)n1
  -7	0	11	5	23	-0.1	-2	0	-8	0
20	O=[N+]([O-])c1cc2c(c3cccnc13)COCO2
  3	-10	-1	2	-3	1.2	1	-32	0	12
21	CCOC(=O)CSC1=C(C#N)C(=O)NC2(CCCCC2)S1
  7	-2	0	6	2	-2.1	1	-2	1	-2
22	O=C(CCc1nnc(CCC2CCCCC2)o1)NCCc1ccccn1
  5	-15	3	9	7	0.2	-4	-6	-3	-1
23	CCOC(=O)c1sc(C(=O)OCC)c(OCCO)c1OCCO
  17	-8	0	3	2	-1.3	-5	-6	6	6
24	Cc1cc(Oc2ccccc2)nc(N2CCOCC2)n1
  0	4	4	-1	-3	-0.5	-10	1	1	4
25	Cc1c(Nc2cc(Cl)c3nonc3c2[N+](=O)[O-])c(=O)n(-c2ccccc2)n1C
  -4	-8	15	10	37*	-0.1	1	5	-13	8
26	COCCn1c(SCC(=O)Nc2ccc(NC(C)=O)cc2)nc2c([nH]c3ccccc32)c1=O
  4	-13	-6	-8	-3	0.5	-1	1	-3	-7
27	Cc1ccc(N2C(=O)N(CC(=O)NC(c3ccccc3)c3ccccc3)C(=O)C2C)cc1 (configuration not stated)
  -13	-6	0	-27	1	-1.9	-3	1	1	-4
28	COc1ccc(/C=C/C(=O)N(C)C2CCCCC2)cc1Br
  -8	7	3	-12	-4	-0.7	-4	6	2	15
29	O=C(/C=C/c1ccccc1Cl)OCC(=O)c1ccc[nH]1
  -2	15	3	-27	0	-0.9	4	-1	7	-14
30	Cc1c(Br)c(C(F)(F)F)nn1CC(=O)N(C)C1CCCCC1
  -1	4	1	1	-1	-1.8	0	5	0	-8
31	COc1ccc(NC(=O)CN(C)C(=O)c2cccc(S(=O)(=O)N3CC4(C)CC3CC(C)(C)C4)c2)cc1 (configuration not stated)
  -8	12	1	-8	-7	-0.6	-1	2	-2	1
32	NS(=O)(=O)c1cc2c(cc1Cl)NC(C1C[C@H]3C=C[C@@H]1C3)NS2(=O)=O (some centres not stated)
  -7	-3	4	0	-2	-1.8	2	0	-5	-5
33	COC(=O)CSc1nnc2c3c4c(sc3nc(-n3nc(C)cc3C)n12)COC(C)(C)C4
  10	3	0	0	-2	-2.0	-2	-5	-1	2
34	COc1ccc(C#Cc2c(-c3ccc(OC)cc3)oc3ccc(-c4ccc5c(c4)OCO5)cc23)cc1
  -7	7	-2	-2	-2	1.4	17	3	0	-12
35	O=C(OCC(=O)c1ccccc1Cl)c1cnccn1
  -6	-14	-1	5	3	-2.3	1	-4	-2	0
36	CCOc1cc(/C=N/NC(=O)c2nnn(-c3nonc3N)c2C)ccc1OCc1cccc(F)c1
  -1	-3	0	4	1	-0.3	4	1	-1	0
37	CC(=O)N1CCN(C(=O)c2ccc(-c3ccccc3Cl)o2)CC1
  -1	5	-1	3	-4	-1.4	1	2	4	0
38	C=CCNC(=S)N1CCN(Cc2ccc3c(c2)OCO3)CC1
  -10	9	2	-1	0	0.0	-1	2	-1	11
39	COc1ccc(-c2n[nH]c3c2CN(C(=O)c2ccc(F)cc2)CC3)cc1
  0	5	-17	1	-15	0.9	1	0	-3	-7
40	C=CCn1c(SCC(=O)Nc2ccc(F)cc2F)nnc1-c1cnccn1
  -3	-1	5	-1	1	-0.7	0	-1	2	-7

Molecules above containing a cyano group (two):
Values run as follows: ASAP1 inh	ARFGAP1 inh	GC-A act	HTRA1 inh	NPR2 activator	PG9 Ab binder	rCAG binder	Rev-erbA mod	SMARCA2 act	ABHD4 inh
7	CN(C)C(/C=C/Nc1ccc(F)cc1)=C(C#N)C#N
  -8	1	2	-6	-4	-0.3	2	5	4	6
21	CCOC(=O)CSC1=C(C#N)C(=O)NC2(CCCCC2)S1
  7	-2	0	6	2	-2.1	1	-2	1	-2

Continuation:
Values run as follows: ASAP1 inh	ARFGAP1 inh	GC-A act	HTRA1 inh	NPR2 activator	PG9 Ab binder	rCAG binder	Rev-erbA mod	SMARCA2 act	ABHD4 inh
41	O=S(=O)(c1cccc2nsnc12)N1CCN(C/C=C\c2ccccc2)CC1
  5	-1	4	-16	-8	0.0	-5	-2	-2	5
42	O=C(NCc1cccnc1)c1ccc(Cl)c(S(=O)(=O)Nc2ccccc2C(=O)NCc2cccnc2)c1
  -6	9	-4	-6	-1	0.4	21	5	-5	8
43	Cc1cccc(Cn2nnc3ccccc32)c1O
  -1	-3	-6	-2	0	0.3	9	1	0	-15
44	CCn1nc(C)c(Br)c1C(=O)Sc1ccccc1Cl
  6	-9	11	7	0	-1.3	-2	0	-2	3
45	CCCCCC(=O)N/N=C/c1ccccc1[N+](=O)[O-]
  -6	6	-1	-3	-1	-0.7	-1	1	-1	-1
46	CC(OC(=O)CNC(=O)c1ccco1)C(=O)N(C)c1ccccc1 (configuration not stated)
  1	1	2	0	3	0.5	3	5	-3	2
47	O=C(/C=C/c1ccccc1)NCCS(=O)(=O)N1CCN(c2ccc(F)cc2)CC1
  13	-8	-13	-4	-16	0.3	-1	-2	-1	-1
48	O=S1(=O)c2ccc(Br)cc2OC(COCc2ccccc2)CN1Cc1ccccc1 (configuration not stated)
  1	4	0	-17	-3	0.6	5	-4	-2	-10
49	N#CC1=C(SCC(N)=O)NC(=O)CC1c1cccc2ccccc12 (configuration not stated)
  -11	11	2	-5	0	-1.2	5	-11	-2	-6
50	O=c1[nH]c(=S)[nH]c2c1C(c1ccc(Cl)c(Cl)c1)OC(CCc1ccccc1)C2 (configuration not stated)
  -4	8	-8	/	-6	0.8	34	-2	-3	-1
51	CCn1c(O)c(C#N)c(C)cc1=O
  4	-14	4	-2	-3	1.3	1	-2	-2	2
52	O=C1[C@H]2[C@@H](C3CC3)N3C(=O)CN(Cc4ccccn4)C(=O)[C@@]3(Cc3ccccc3)[C@H]2C(=O)N1c1ccccc1
  14	8	0	-7	4	0.8	-6	1	1	-1
53	COC(=O)c1ccccc1S(=O)(=O)N(CCCO)Cc1cc2c(C)ccc(C)c2[nH]c1=O
  -2	-4	3	8	-3	-1.2	-7	-4	-2	3
54	Cc1cccc(C(=O)Oc2ccc(/C=N/NC(=O)c3ccncc3)cc2)c1
  21	3	3	-15	7	-0.3	2	-5	3	-2
55	CCOC(=O)c1sc(NC(=O)CSC(=S)N2CCOCC2)nc1C
  -1	-6	-4	1	-5	-2.4	-3	4	-1	-3
56	CCn1cc(/C=C(\NC(=O)c2ccc(OC)c(OC)c2)C(=O)N2CCN(C)CC2)c2ccccc21
  5	0	0	7	-1	-2.6	-6	-3	1	4
57	COc1ccc2[nH]c(C)c(CN3CCCCC3)c(=O)c2c1
  -12	20	2	-2	0	0.2	-2	2	1	-4
58	c1ccc(Cn2c3ccccc3c3nnc(SCCN4CCCCC4)nc32)cc1
  -1	0	5	/	11	-3.7	-3	3	7.9*	2
59	NS(=O)(=O)c1ccc(NC(=S)NCc2ccc3c(c2)OCO3)cc1
  10	-3	2	-6	1	0.0	4	6	-5	-1
60	O=S1(=O)c2c(NCc3ccco3)cccc2Oc2ccccc2CN1Cc1cn(Cc2cccc(C(F)(F)F)c2)nn1
  /	/	3	/	3	/	14	-1	-4	-9
61	Cc1ccccc1C(=O)NCC(=O)OC(C)C(=O)Nc1ccnn1C(C)C (configuration not stated)
  -8	2	3	0	5	2.5	1	3	0	4
62	Cc1ccc(NS(=O)(=O)c2ccc(NS(=O)(=O)c3cccs3)cc2)cc1
  11	5	3	-5	0	-0.6	32	2	0	0

Assay outcomes (PubChem BioAssay)
